TRPC6 inhibitor = blocks the mouse TRPC6 cation channel | B-score at 10 µM | 310,000 compounds, 1.1% hits | Q61143 | HEK293-TRPC6, membrane potential dye, ACh-evoked depolarization; stronger effect = lower value;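 active = B-score under library mean minus 3 SD, initial fluorescence not abnormally high, positive integrated signal ratio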;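 note: B-score derived from integrated fluorescence ratio over the kinetic read; more negative B-score means stronger inhibition of depolarization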
MrgX1 PAM = human MrgX1 positive allosteric modulation, primary screen | Q96LB2 | MrgX1-HEK293, Fluo-4 calcium flux, FDSS; stronger effect = higher value | AID 588675 | B-score at 10 µM | 310,000 compounds, 0.63% hits;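 active = plate-corrected calcium response at least 3 library SD above typical, normal starting fluorescence, not activating the receptor alone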;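 note: compound read alongside a low EC10 to EC30 dose of BAM8-22 agonist; peak minus trough fluorescence over baseline measured at the second addition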
Target sequence (Q96LB2 whole entry, looked up): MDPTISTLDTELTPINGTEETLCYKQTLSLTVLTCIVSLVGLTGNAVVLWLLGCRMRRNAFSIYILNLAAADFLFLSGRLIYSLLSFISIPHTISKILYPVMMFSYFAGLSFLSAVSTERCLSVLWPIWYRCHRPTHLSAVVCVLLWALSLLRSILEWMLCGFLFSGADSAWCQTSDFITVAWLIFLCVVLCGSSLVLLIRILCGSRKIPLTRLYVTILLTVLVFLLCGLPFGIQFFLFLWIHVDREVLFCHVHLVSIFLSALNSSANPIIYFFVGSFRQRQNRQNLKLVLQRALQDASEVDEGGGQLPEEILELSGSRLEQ
TRPC4 PAM = allosterically enhances the mouse TRPC4 cation channel | 310,000 compounds, 0.42% hits | HEK293 TRPC4beta/mu-opioid, DAMGO EC20, Fluo-4 Ca2+ flux; stronger effect = higher value | B-score at 10 µM;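 active = B-score of calcium response area above 5 SD of library B-scores, with initial fluorescence ratio within 5 SD of library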;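 note: B-score of integrated fluorescence ratio over time as area under calcium response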
TMEM16A inh = inhibitors of mouse TMEM16A calcium-activated chloride channel; Q8BHY3; HEK293 TMEM16A/YFP iodide influx fluorescence, ionomycin; normalized B-score (activity score, 25-100; higher = stronger inhibition) at 10 µM; 310,000 compounds, 1.2% hits; AID 588511;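 active = ratio plate-corrected score three or more library SD toward inhibition, starting fluorescence score within five deviations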;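 note: score derived from kinetic fluorescence span divided by baseline fluorescence per well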
MrgX1 antag = blocks BAM8-22 activation of human MrgX1 receptor; 310,000 compounds, 1.3% hits; Q96LB2; B-score at 10 µM; AID 588676; MRGX1-HEK293 calcium flux, Fluo-4, BAM8-22 antagonism; stronger effect = lower value;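 active = calcium-response B-score plate-corrected more than 3 library SD below zero, starting fluorescence within 5 deviations, no agonist response on first addition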;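 note: peak minus trough fluorescence over baseline after final BAM8-22 challenge near maximal dose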
MrgX1 ag = activates human MrgX1 receptor signaling; Q96LB2; MrgX1-HEK293 cells, Fluo-4 calcium fluorescence, agonist mode; stronger effect = higher value; B-score at 10 µM; 310,000 compounds, 0.44% hits;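 active = calcium response B-score plate-corrected fluorescence ratio at least 3 library SD, with starting fluorescence B-score inside 5 SD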
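Test system: HEK293 cells stably expressing human MrgX1 receptor; amount: 15,000 cells per well; doses: compound delivered in addition one of three; times: overnight plating before 1 h dye loading; detection: Fluo-4 NW calcium-flux fluorescence, kinetic read; read-out basis: B-scored fluorescence response ratio; controls: positive and negative controls per plate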
TRPC4 inh = blocks the mouse TRPC4 cation channel; HEK293 TRPC4beta/mu-opioid, DAMGO-evoked Fluo4 calcium flux; stronger effect = lower value; AID 2247; Q9QUQ5; B-score at 10 µM; 300,000 compounds, 0.39% hits;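 active = B-score over 3 SD under the library average, no early fluorescence shift, positive overall ratio signal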
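material = TRPC4beta/mu-opioid receptor HEK293 cell line | probe or stimulus = sequential submaximal and maximal DAMGO stimulation | compound dosing = one concentration per compound | measured by = Fluo4 Ca2+ flux fluorescence | evaluation = integrated fluorescence ratio relative to baseline, converted to per-well B score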
SKKanGAS inh = blocks kanamycin growth of S. pyogenes SKKanGAS strain; BacTiter-Glo, 6 h; inhibition, % at 7.5 µM; 300,000 compounds, 1.3% hits;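 active = mean replicate score, as percent of positive control median, at least 50; inconclusive = mean below 50 but one replicate at or above 50; inactive = mean and every replicate below 50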;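 note: strain carries kanamycin resistance gene driven by streptokinase promoter and grows in 40 µg/ml kanamycin; loss of luminescence reflects streptokinase promoter inhibition or plain growth inhibition; 0% = median of DMSO wells and 100% = positive control at its reference dose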
TRPC6 activator = activators of mouse TRPC6 channel; 310,000 compounds, 0.13% hits; AID 2550; B-score at 10 µM; HEK293-TRPC6 membrane potential dye fluorescence; stronger effect = higher value;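 active = B-score of the integrated fluorescence ratio above library mean plus 3 SD, and starting fluorescence ratio within library mean plus 5 SD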;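 note: higher score means more depolarization so channel activation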
TRPC4 act = opens the mouse TRPC4 cation channel; Q9QUQ5; HEK293 TRPC4beta/mu-opioid, Fluo4 calcium fluorescence; stronger effect = higher value; B-score at 10 µM; 310,000 compounds, 0.49% hits; AID 2237;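 active = B-score above 5 SD of library B-scores, and initial fluorescence ratio not above library mean plus 5 SD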;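 note: positive B-score marks a calcium rise read as TRPC4 activation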
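Technique: kinetic Fluo4 calcium fluorescence; Test system: TRPC4beta and mu-opioid receptor HEK293 stable cells; Measure: B-scored integrated calcium fluorescence ratio; Benchmarks: low control buffer alone, high control maximal DAMGO; Schedule: 45 min room-temperature Fluo4 loading, 110 s read.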
ANO1 activ = activates or potentiates the mouse TMEM16A chloride channel; Q8BHY3; HEK293 TMEM16A/YFP-H148Q/I152L, iodide quench fluorescence; stronger effect = lower value; B-score at 10 µM; 340,000 compounds, 0.3% hits; AID 623877;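 active = fluorescence-ratio B-score plate-corrected deviation score at least 3 library SD below zero, with starting fluorescence score within 5 deviations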;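 note: channel opened by trigger with iodide after compound preincubation; score built on the fluorescence ratio of max minus min over baseline; more negative score means more quench and so TMEM16A activation or potentiation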
Numbers without * were called inactive; i = inactive; ? = inconclusive; / = not tested or not shown.

SMILES	TRPC6 inhibitor	MrgX1 PAM	TRPC4 PAM	TMEM16A inh	MrgX1 antag	MrgX1 ag	TRPC4 inh	SKKanGAS inh	TRPC6 activator	TRPC4 act	ANO1 activ
CCOCCCNC(=O)CN1C(=O)COc2ccc(S(=O)(=O)N3CCCC3)cc21	i	i	i	i	i	i	i	5	i	i	i
COc1ccccc1/C=C/C=N/n1c(-c2ccccn2)n[nH]c1=S	i	i	i	i	i	i	i	4	i	i	i
CC(SCC(=O)Nc1ccc(F)cc1)c1nc2ccccc2c(=O)[nH]1 (stereo unspecified)	i	i	i	i	i	i	i	-5	i	i	i
COc1ccc(NS(=O)(=O)c2ccc(O)c(NC(=O)c3cc4c(C)nn(-c5ccc(F)cc5)c4s3)c2)cc1	i	i	i	i	i	i	i	109*	i	i	i
Cc1ccc(NC(=O)c2sccc2C)cc1S(=O)(=O)N(C)C	i	i	i	i	-5.2*	i	i	2	i	i	i
Cc1c(OC(C)C(=O)NCCCN2CCOCC2)ccc2c1oc(=O)c1ccccc12 (stereo unspecified)	i	i	i	i	i	i	i	0	i	i	i
CC1CCc2sc3c(c2C1)c(=O)n(CC(=O)O)c(=O)n3Cc1ccc(Cl)cc1 (stereo unspecified)	i	i	i	i	i	i	i	18	i	i	i
O=C(O)c1sccc1Oc1ccc(NS(=O)(=O)c2cccc(F)c2)cc1	i	i	i	i	i	i	i	8	i	i	i
O=C(NC1CCSc2ccccc21)c1ccc(C(F)(F)F)cc1 (stereo unspecified)	i	i	i	i	i	i	i	4	i	i	i
COc1ccc(N2C(=O)C3C(C2=O)C2C=CC3C23CC3)c(OC)c1 (stereo unspecified)	/	i	/	i	i	i	/	/	/	/	i
O=S(=O)(NCc1cccnc1)c1cccc2nsnc12	i	i	i	i	i	i	i	-7	i	i	i
COc1ccc(C(=O)NCC(C)NC(=O)c2ccc(OC)c(OC)c2)cc1OC (stereo unspecified)	i	i	i	i	i	i	i	?	i	i	i
O=C1COc2ccc(C(=O)COC(=O)C3CCN(S(=O)(=O)c4cccs4)CC3)cc2N1	i	i	i	i	i	i	i	-3	i	i	i
COc1cccc(NC(=O)[C@@H]2CCCN2S(=O)(=O)c2cccc3cccnc23)c1	/	i	/	i	i	i	/	/	/	/	i
O=C1CCCN1CC1CCCN(Cc2nc(COc3ccccc3)no2)C1 (stereo unspecified)	i	i	i	i	i	i	i	2	i	i	i
COc1cc(C(=O)Nc2ccc(O)cc2)ccc1OC(C)=O	i	i	i	i	i	i	i	-3	i	i	i
O=C(CN1CCN(c2ccccc2)CC1)Nc1cccc([N+](=O)[O-])c1	i	i	i	i	i	i	i	-2	i	i	i
COc1cc(OC)cc(C(=O)NC(=S)Nc2nc(-c3cc4ccccc4o3)cs2)c1	i	i	i	i	i	i	i	3	i	i	i
O=C(N1CCOCC1)N(Cc1ccco1)CC1CCCO1 (stereo unspecified)	i	i	i	i	i	i	i	-19	i	i	i
CSc1nnc2c3ccccc3n(Cc3ccccc3)c2n1	i	i	i	i	i	i	i	1	i	i	i
COc1cc(/C=N/N2C(C)CCCC2C)cc(OC)c1O (stereo unspecified)	i	i	i	i	i	i	i	8	i	i	i
Cc1nnc(SCc2ccc(CC(=O)O)cc2)o1	i	i	i	i	i	i	i	-1	i	i	i
CN(C1CCCC1)C1CCN(C(=O)CNC(=O)/C=C/c2cccc(C(F)(F)F)c2)CC1	i	i	i	i	i	i	i	1	i	i	i
CC(=O)Nc1cccc(NC(=O)CSc2nc(C)c(C)c(C)c2C#N)c1	i	i	i	i	i	i	i	10	i	i	i
CC1(C)Nc2ccccc2N(Cc2ccc([N+](=O)[O-])cc2)C1=O	i	i	i	i	i	i	i	-7	i	i	i
CC(O)[C@H]1CC[C@H]2[C@@H]3CC[C@H]4C[C@H](O)CC[C@]4(C)[C@H]3[C@H](O)C[C@]12C (stereo partly specified)	/	i	/	i	i	i	/	/	/	/	i
Cn1c(CC(=O)Nc2cccc(Cl)c2Cl)nnc1SCC(=O)NC1=NCCS1	i	i	i	i	i	i	i	-5	i	i	i
C[n+]1ccccc1/C=C/c1cc(Br)ccc1O	i	i	i	i	i	i	i	-6	i	i	i
COc1ccc(CCNC(=O)C2CC(=O)N(CCc3ccc(C)cc3)C2)cc1OC (stereo unspecified)	i	i	i	i	i	i	i	7	i	i	i
O=S(=O)(c1ccccc1)N1CCC(n2nnc3cc(F)ccc32)CC1	i	i	i	i	i	i	i	-4	i	i	i
CCC(C)(C)NC(=O)COc1ccc(OCc2ccccc2)cc1	i	i	i	i	i	i	i	-5	i	i	i
CCOc1nc(C)ccc1-c1noc(-c2ccccn2)n1	i	i	i	i	i	i	i	-2	i	i	i
CC12CCC(C(=O)N3CCN(C(c4ccccc4)c4ccccc4)CC3)(OC1=O)C2(C)C (stereo unspecified)	i	i	i	i	i	i	i	1	i	i	i
CCCCC1(c2ccc(F)cc2)NC(=O)N(CC(=O)N2CCN(C(=O)c3ccco3)CC2)C1=O (stereo unspecified)	i	i	i	i	i	i	i	35	i	i	i
O=[N+]([O-])c1ccccc1N/N=C/c1c[nH]c2ccccc12	i	i	i	i	i	i	i	12	i	i	i
C/C(Cc1ccccc1)=N\NC(=O)CNC(=O)c1ccccc1F	i	i	i	i	i	i	i	-1	i	i	i
Clc1ccc(C[n+]2cc(-c3ccccc3)n3c2CCC3)cc1Cl	i	i	i	i	i	i	-6*	-6	i	i	i
Cc1cccc(OCC(=O)NCC(=O)N/N=C/c2cc(Br)cc(Br)c2O)c1	i	i	i	i	i	i	i	61*	i	i	i
O=C1c2oc3ccc(F)cc3c(=O)c2C(c2cccc(O)c2)N1CCCN1CCOCC1 (stereo unspecified)	i	i	i	i	i	i	i	0	i	i	i
Cc1ccc(C(=O)NC(=S)Nc2ccccc2N2CCCC2)cc1[N+](=O)[O-]	i	i	i	i	-23*	i	i	4	i	i	i
CCc1ccccc1NC(=O)C1CCN(C(=O)N2CCOc3ccccc32)CC1	i	i	i	i	i	i	i	3	i	i	i
O=S(=O)(c1ccccc1)N1CCN(c2ccccc2)CC1	i	i	i	i	i	i	i	-2	i	i	i
OC(CN1CCOCC1)CN1CCOCC1	i	i	i	i	i	i	i	-5	i	i	i
O=C(CN1C(=O)C2C3C=CC(C3)C2C1=O)Nc1cccc(S(=O)(=O)N2CCCC2)c1 (stereo unspecified)	i	i	i	i	i	i	i	-7	i	i	i
CC(C)CN(C(=O)COC(=O)CCCc1nc2ccccc2s1)c1c(N)n(Cc2ccccc2)c(=O)[nH]c1=O	i	i	i	i	i	i	i	17	i	i	i
NC(=O)c1cnn(-c2ccc3ccccc3c2)c1N	i	i	i	i	i	i	i	11	i	i	i
Cc1cc(NC(=O)CS(=O)(=O)c2ccc(Cl)cc2)no1	i	i	i	i	i	i	i	-1	i	i	i
Oc1ccc(/C=N/Nc2cccc(Cl)n2)c(O)c1	i	i	i	i	i	i	i	-1	i	i	i
c1coc(C2=Nc3cccc4cccc(c34)N2)c1	i	i	i	i	i	i	i	0	i	i	i
CCc1ccc(NC(=O)c2cnn(-c3ccccc3)c2C2CCNCC2)cc1	i	i	i	i	i	i	i	6	i	i	i
COCCNC(=O)/C(C#N)=C/c1c(N2CCN(C)CC2)nc2c(C)cccn2c1=O	i	i	i	i	i	i	i	-2	i	i	i
CCN(CC)C(=O)c1cn(CCC#N)nc1-c1ccc2c(c1)OCCO2	i	i	i	i	i	i	i	/	i	i	i
COc1ccc(-n2nc(C(=O)NCC(=O)N3CCOCC3)c3ccccc3c2=O)cc1Cl	i	i	i	i	i	i	i	16	i	i	i
COc1cccc(C(=O)Nc2sc3c(c2C#N)CCN(C(C)=O)C3)c1	i	i	i	i	i	i	i	/	i	i	i
COc1cccc(N2CCN(c3ccc4nnc(CCC(=O)N5CCN(C)CC5)n4n3)CC2)c1	i	i	i	i	i	i	i	0	i	i	i
O=C(CSCC(=O)N1CCCCC1)Nc1nc(-c2ccccc2)c(-c2ccccc2)s1	/	i	/	i	i	i	/	/	/	/	i
CCOCCCNC(=O)C(NC(=O)c1ccc(=O)[nH]c1)c1ccc(C)cc1 (stereo unspecified)	i	i	i	i	i	i	i	-1	i	i	i
O=C(N/N=C/c1c[nH]c2ccccc12)c1ccc(O)c(O)c1	i	i	i	i	i	i	i	15	i	i	i
O=C(CNC(=O)c1ccccc1)N/N=C/c1cn[nH]c1-c1ccccc1	i	i	i	i	i	i	i	5	i	i	i
CCOC(=O)C1Nc2ccc(C)cc2C2C=CCC12 (stereo unspecified)	i	i	i	i	i	i	i	15	i	i	i

(next part)
SMILES	TRPC6 inhibitor	MrgX1 PAM	TRPC4 PAM	TMEM16A inh	MrgX1 antag	MrgX1 ag	TRPC4 inh	SKKanGAS inh	TRPC6 activator	TRPC4 act	ANO1 activ
Cc1nnsc1S(=O)(=O)c1ccccc1	i	i	i	i	i	i	i	4	i	i	i
CCC(=O)Nc1sc2c(c1C#N)CCC2	i	i	i	i	i	i	i	7	i	i	i
CCOc1ccccc1NC(=O)c1cc2ccccc2oc1=O	i	i	i	i	i	i	i	-5	i	i	i
CC1CCN(Cc2ccc(NC(=O)CC3Oc4ccccc4NC3=O)cc2)CC1 (stereo unspecified)	-10*	i	i	i	i	i	i	-5	i	i	i
O=C(COC(=O)c1nc(Cl)ccc1Cl)NCCc1ccccc1	i	i	i	i	i	i	i	4	i	i	i
Fc1ccc(CO/N=C2\CCCc3nonc32)cc1	i	i	i	i	i	i	i	2	i	i	i
CN1C(=O)C2(c3ccccc31)N(C)CC(c1ccccc1)C21SC(=S)N(Cc2ccco2)C1=O (stereo unspecified)	i	i	i	i	i	i	i	18	i	i	i

Screening data from PubChem BioAssay.
